H69AR growth 86K: blocks growth of human H69AR lung tumor cells; H69AR lung tumor viability, ATP luminescence, 72 h; stronger effect = lower value; viability, % at 10 µM; hit rate 6% among 85,000; AID 598;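 active means viability at or below 40%; inactive means viability above 40%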;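 further: multidrug resistant small cell line overexpressing MRP-1 efflux transporter; 100% = mean luminescence of untreated control wells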
Fibroblast inh: blocks proliferation of human lung fibroblasts; LL 47 human lung fibroblast viability, ATP luminescence; stronger effect = lower value; viability, % at 10 µM; AID 719; hit rate 1.1% among 85,000;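 active means viability at or below 50% in the single dose screen; inactive means viability above 50%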;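 further: compound exposure lasted 72 h before the ATP readout; 100% = median luminescence of untreated cell-only wells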
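Test system: LL 47 human lung fibroblasts / Incubation: 72 h compound exposure at 37 °C after overnight plating / Technique: luminescent ATP detection, CellTiter-Glo / Compound dosing: 0.1% DMSO in all compound wells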
Smad3 inh: inhibitors of human Smad3 transcription factor binding; P84022; TR-FRET Smad3/Dy647-FoxH1 peptide binding, europium anti-His; inhibition, % at 25 µM; hit rate 0.29% among 88,000;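 active means compounds that reduce the energy-transfer binding signal between the protein and its labelled peptide by more than half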;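 further: 0% = Smad3 plus labelled peptide maximal FRET and 100% = peptide-only background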
sEH act: increases human soluble epoxide hydrolase activity | P34913 | purified human sEH enzymatic activity, activator screen | activation, % at 2 µM | hit rate 0.04% among 91,000 | AID 717; in the data active means activation above about 37%; further: values of inactives mirror those of a sister screen read the other way
Candida biofilm: kills Candida albicans biofilms | C. albicans biofilm + clotrimazole, Alamar Blue | inhibition, % at 6 µM | hit rate 0.14% among 85,000 | AID 834;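 active means inhibition above 20%; inactive means inhibition below 20%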;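 further: preformed 24 hr biofilms exposed to compound for 48 hr; 0% = biofilm without compound and 100% = blank killed by clotrimazole plus chlorhexidine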
ERa SRC1 pot: enhances coactivator binding to human estrogen receptor alpha. TR-FRET ERalpha-LBD/SRC-Cy5 coactivator binding, 2 h; 100 = basal binding, no effect. hit rate 1.3% among 86,000. coactivator binding (% of control), % at 25.6 µM. AID 639; in the data active means activity above about 200%;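 further: binding measured in presence of low estradiol as agonist stimulus; 0% = peptide alone without receptor and 100% = receptor with peptide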
Target sequence (P03372 whole entry, looked up, the tested form may be a part): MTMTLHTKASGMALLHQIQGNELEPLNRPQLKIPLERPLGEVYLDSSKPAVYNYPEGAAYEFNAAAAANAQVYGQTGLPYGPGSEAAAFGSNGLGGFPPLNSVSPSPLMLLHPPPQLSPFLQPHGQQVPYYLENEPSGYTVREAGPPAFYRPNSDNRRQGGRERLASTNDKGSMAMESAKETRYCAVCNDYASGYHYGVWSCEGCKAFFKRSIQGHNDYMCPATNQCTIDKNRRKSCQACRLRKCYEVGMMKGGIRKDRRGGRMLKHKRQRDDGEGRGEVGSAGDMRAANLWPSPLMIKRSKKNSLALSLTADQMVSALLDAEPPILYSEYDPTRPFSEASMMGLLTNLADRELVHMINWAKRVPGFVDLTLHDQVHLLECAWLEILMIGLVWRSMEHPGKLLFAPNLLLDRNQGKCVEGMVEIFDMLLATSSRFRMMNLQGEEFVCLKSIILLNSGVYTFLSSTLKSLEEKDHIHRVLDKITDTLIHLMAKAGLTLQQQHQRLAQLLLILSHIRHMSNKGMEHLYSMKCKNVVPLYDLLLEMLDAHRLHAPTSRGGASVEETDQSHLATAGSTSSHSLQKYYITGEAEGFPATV
HUVEC prolif 384: blocks proliferation of human endothelial cells | HUVEC proliferation, CellTiter-Glo luminescence, 72 h; stronger effect = lower value | viability, % at 10 µM (by protocol) | hit rate 1.1% among 86,000 | AID 648;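 active means viability at or below 30%; inactive means viability above 30%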;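 further: 100% = median luminescence of DMSO-only cell control wells on each plate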
ERa coact inh: blocks coactivator binding to human estrogen receptor alpha | P03372 | TR-FRET ER-alpha LBD / SRC-1 peptide, estradiol-bound | inhibition, % at 25.6 µM | hit rate 1.7% among 86,000; in the data active means inhibition above about 50%;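 further: 0% = receptor plus peptide control and 100% = peptide only without receptor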
ERb SRC1 inh: ER-beta (human) coactivator binding inhibition | TR-FRET ER-beta LBD / SRC1-Cy5 peptide binding; receptor agonist-loaded with 1 µM estradiol | hit rate 1.3% among 86,000 | inhibition, % at 25.6 µM;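 active means compounds whose percent inhibition of the receptor-coactivator binding signal exceeds about 50% in the single-dose screen, limit read from the data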;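 further: 0% = receptor plus peptide wells without compound and 100% = peptide-only wells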
Numbers without * were called inactive; x = no result given; [ ] = dose if it differs, or a comment. Some of the compounds tested; rates above refer to the full screens.

SMILES	H69AR growth 86K	Fibroblast inh	Smad3 inh	sEH act	Candida biofilm	ERa SRC1 pot	HUVEC prolif 384	ERa coact inh	ERb SRC1 inh
Cc1ccc(C)c(CSc2nnc(-c3cccnc3)n2N)c1	77	102	3	2	5	119[fluorescence artefact?]	92	-5	-7
O=C(NC1CCCC1)c1ccc(S(=O)(=O)N2CCOCC2)cc1	84	98	4	7	2	98	96	0[fluorescence artefact?]	3
Cc1oc(-c2cccc(Cl)c2)nc1CN1CCC(C(=O)NCc2ccco2)CC1	83	102	-9	-5	x	125	83	-2[fluorescence artefact?]	1[fluorescence artefact?]
COc1ccc(C(C)=O)cc1CSc1nc2cc(Cl)ccc2o1	86	96	0	16	2	94	104	-1	10
O=C(CCN1C(=O)C2CC=C(Cl)CC2C1=O)NC1CCCCC1 (stereo not drawn)	97	x	2	-13	7	113	89	-4	5
CCOC(=O)CC(=O)CSc1nc2sc(C)cc2c(=O)n1Cc1ccco1	79	84	7	0	3	90	97	0	4
CCOC(=O)c1cnc2ccc(OCC)cc2c1N1CCN(C)CC1	66	95	1	x	8	109	92	-5	-3
O=C(O)CC1NC(=S)N(c2ccccc2)C1=O (stereo not drawn)	105	102	-2	-5	5	115	95	6	-4[fluorescence artefact?]
CCn1c(SCC(=O)NCCOC)nc2sc(C)c(C)c2c1=O	96	96	-10	x	2	83[fluorescence artefact?]	102	14	5
O=C(NCCc1ccccc1)c1cc(-c2ccc3c(c2)OCO3)on1	79	81	-5	x	5	103[fluorescence artefact?]	73	4	3
COC(=O)c1cc(-c2cccc(OC)c2)n[nH]1	91	111	-1	5	9	109	95	-13	-15
O=C(c1ccco1)N1CCN=C1SCc1cccc(F)c1	100	94	4	-4	1	99	105	0	-9
CCc1nnc(NC(=O)CSc2nc3ccccc3c(=O)n2CCCOC)s1	64	97	-5	-21	1	102	91	15[fluorescence artefact?]	22[fluorescence artefact?]
Cc1cccc2cc3c(NC(=O)c4ccccn4)nn(C)c3nc12	41	93	5	x	4	89	54	21[fluorescence artefact?]	3
COc1nc(Oc2ccc(C(=O)OCC(N)=O)cc2)nc(N(C)C)n1	100	108	6	5	8	123	103	-6	-8
COC1(OC)N=C(N)C2(C#N)C(c3ccc4c(c3)OCO4)C12C#N (stereo not drawn)	33*	87	4	9	5	112[fluorescence artefact?]	84	-6	0
Cc1ccc2nc(SCc3nnc(-c4cccs4)o3)[nH]c2c1	91	96	15	-9	9	93	89	6	14
CCN1C(=O)c2cccc3c(NC(=O)C4CCCCC4)ccc1c23	86	84	-4	-19	4	109	69	7	-5[fluorescence artefact?]
CC1CN(S(=O)(=O)c2cccc3nsnc23)CC(C)O1 (stereo not drawn)	110	95	12	10	8	100	88	-20	-10
CCCCOc1ccc(NC(=O)c2cnc(C)cn2)cc1	60	95	2	-4	8	105	98	0	-1[fluorescence artefact?]
CCCn1c(=O)c2ccccc2n2c(SCC(=O)Nc3cc(C)on3)nnc12	82	110	10	x	3	93	91	7	100*[fluorescence artefact?]
O=C(Nc1ccc(Oc2ccc3ccccc3c2)cc1)c1ccco1	44	103	12	-8	2	81	76	-5	1
O=C(O)Cn1c(-c2ccccc2)nc2ccccc21	101	89	5	10	3	92	101	2	11
CCC(C)(C)NC(=O)CN(C(=O)CCC(=O)Nc1ccccn1)c1ccc(F)c(Cl)c1	101	103	15[fluorescence artefact?]	-12	1	105	95	-2	-34
O=C(CCc1ccccc1)Nc1ncc2c(n1)CCCC2=O	102	94	-4	-13	1	102	85	-2	0
O=C(Nc1cc(C(F)(F)F)ccc1Cl)c1cc(C2CC2)on1	79	91	6	-8	10	120	95	-6	9
CCCC(=O)Nc1nnc(-c2cccc(OCC)c2)s1	93	99	11[fluorescence artefact?]	1	0	102	94	-1[fluorescence artefact?]	-10
CN(C)S(=O)(=O)c1ccccc1C#N	89	94	1	-8	6	103	89	-3	-8
COc1cc(NC(=O)C2CCCO2)c(OC)cc1NC(=O)c1ccccc1 (stereo not drawn)	86	101	2	0	4	72[fluorescence artefact?]	84	18[fluorescence artefact?]	21
CCOC(=O)c1cc2c(=O)n3cccc(C)c3nc2n(Cc2ccco2)c1=NC(=O)c1cccnc1	99	93	10	24	9	64[fluorescence artefact?]	78	55*[fluorescence artefact?]	58*[fluorescence artefact?]

A different layout for part of the listing above.
COc1nc(Oc2ccc(C(=O)OCC(N)=O)cc2)nc(N(C)C)n1
- H69AR growth 86K = 100
- Fibroblast inh = 108
- Smad3 inh = 6
- sEH act = 5
- Candida biofilm = 8
- ERa SRC1 pot = 123
- HUVEC prolif 384 = 103
- ERa coact inh = -6
- ERb SRC1 inh = -8

Cc1cccc2cc3c(NC(=O)c4ccccn4)nn(C)c3nc12
- H69AR growth 86K = 41
- Fibroblast inh = 93
- Smad3 inh = 5
- sEH act = x
- Candida biofilm = 4
- ERa SRC1 pot = 89
- HUVEC prolif 384 = 54
- ERa coact inh = 21[fluorescence artefact?]
- ERb SRC1 inh = 3

CCn1c(SCC(=O)NCCOC)nc2sc(C)c(C)c2c1=O
- H69AR growth 86K = 96
- Fibroblast inh = 96
- Smad3 inh = -10
- sEH act = x
- Candida biofilm = 2
- ERa SRC1 pot = 83[fluorescence artefact?]
- HUVEC prolif 384 = 102
- ERa coact inh = 14
- ERb SRC1 inh = 5

COc1ccc(C(C)=O)cc1CSc1nc2cc(Cl)ccc2o1
- H69AR growth 86K = 86
- Fibroblast inh = 96
- Smad3 inh = 0
- sEH act = 16
- Candida biofilm = 2
- ERa SRC1 pot = 94
- HUVEC prolif 384 = 104
- ERa coact inh = -1
- ERb SRC1 inh = 10

(next part)
SMILES	H69AR growth 86K	Fibroblast inh	Smad3 inh	sEH act	Candida biofilm	ERa SRC1 pot	HUVEC prolif 384	ERa coact inh	ERb SRC1 inh
COC(=O)c1ccc(CSc2nnc(Nc3cccc(OC)c3)s2)o1	73	93	3	6	7	99	93	-6	-9
O=C(c1cccc(F)c1)N1CCC(O)(c2cccnc2)CC1	88	96	-8	-1	9	100	90	2	1
CCc1cccc(NS(=O)(=O)c2ccc3c(c2)oc(=O)n3C)c1	83	91	10	x	3	108[fluorescence artefact?]	94	2	4
CCOc1ccc(C(=O)CN2CCN(S(=O)(=O)c3ccc(OC)cc3)CC2)cc1	74	107	5	19	7	106	119	-3	-10
O=S(=O)(NCC1CCCO1)c1ccc(Br)s1 (stereo not drawn)	89	98	2	14	-3	117	93	-9	-5
CCOCCc1nnc(NC(=O)CN2C(=O)c3ccccc3C2=O)s1	96	98	-9	1	7	121	93	-7	-3
CCC(=O)c1ccc(OCC(=O)O)cc1	102	95	2	x	5	124	109	1	6
COc1ccc(N2CCCn3c2nc2c3c(=O)n(CCN3CCOCC3)c(=O)n2C)cc1	100	103	-17	x	0	78	103	-8	11[fluorescence artefact?]
O=C1CC(N2CCC(Cc3ccccc3)CC2)C(=O)N1CCc1ccccc1 (stereo not drawn)	100	89	13	13	3	92	86	-3	2
CCc1nc2sc3ccccc3c(=O)c2c(=O)n1Cc1ccco1	71	96	10	x	7	57[fluorescence artefact?]	89	76*[fluorescence artefact?]	68*
O=S(=O)(N1CCCCC1)N1CCN(CC(O)COc2ccc3cc(Br)ccc3c2)CC1 (stereo not drawn)	84	98	12	-5	-2	253*	98	-5	-8
COc1ccc(-n2nc(C(=O)NCC(=O)NCc3ccco3)c3ccccc3c2=O)c(OC)c1	93	105	-17	-1	-2	100	98	-7	-7
O=C(NCCN1CCOCC1)c1ccccc1Oc1ccccc1	95	89	-6	9	3	111	108	2	6
CC(C)(C)n1ncc2c(=O)n(CC(=O)NCc3ccco3)cnc21	74	97	-10	1	8	96	99	17	16
CCn1c(CCCNC(=O)c2ccc(F)cc2)nc2ccccc21	89	93	-1	1	3	270*	103	-5	7
O=C(Oc1nsnc1N1CCOCC1)c1ccccc1	82	99	13	7	5	66	93	16	-4
Cc1nc2nc(COc3ccccc3)[nH]n2c(=O)c1Cl	84	102	-9	x	3	101	90	1[fluorescence artefact?]	2[fluorescence artefact?]
O=C(Cc1coc2ccc3ccccc3c12)N1CCN(c2ncccn2)CC1	93	102	6	-10	7	91	93	-40	-23
CCN(CC)C(=O)COc1ccc(-c2ccccc2)cc1	90	101	3	12	0	95	105	5	39
COCc1cc(C)n(CC(=O)Nc2ccccc2OC)c(=O)c1C#N	99	89	14[fluorescence artefact?]	-7	6	139	79	-4	-8
CCc1nc2ccccc2n1Cc1cc(=O)n2cc(C)ccc2n1	92	x	5	8	5	127	97	-4	5
Cc1ccc2c(CN3CCN(S(=O)(=O)c4ccc5c(c4)OCCO5)CC3)cc(=O)oc2c1C	76	x	-3	x	5	127	103	-2[fluorescence artefact?]	7
CN(C(=O)c1ccno1)c1nnc(-c2cnccn2)s1	85	108	2	14	11	97	96	2	12

Part of the list above, set out differently.
Values in the order – H69AR growth 86K, Fibroblast inh, Smad3 inh, sEH act, Candida biofilm, ERa SRC1 pot, HUVEC prolif 384, ERa coact inh, ERb SRC1 inh
> COc1ccc(-n2nc(C(=O)NCC(=O)NCc3ccco3)c3ccccc3c2=O)c(OC)c1
 : 93, 105, -17, -1, -2, 100, 98, -7, -7
> O=C(NCCN1CCOCC1)c1ccccc1Oc1ccccc1
 : 95, 89, -6, 9, 3, 111, 108, 2, 6
> CC(C)(C)n1ncc2c(=O)n(CC(=O)NCc3ccco3)cnc21
 : 74, 97, -10, 1, 8, 96, 99, 17, 16

Source: PubChem BioAssay (several laboratories)
